Source: PubChem BioAssay
USP30 block: human USP30 deubiquitinase inhibition | purified USP30, Ub-rhodamine cleavage fluorescence | inhibition, % at 25 µM | 47,000 tested, 5.3% active
USP10 inh: blocks human USP10 ubiquitin-rhodamine cleavage; 47,000 tested, 1.1% active; purified USP10, Ub-rhodamine fluorescence, 60 min; inhibition, % at 20 µM; Q14694; AID 1645856
UCHL1 block: inhibitors of human UCHL1 deubiquitinase. P09936. purified UCHL1, Ub-rhodamine cleavage fluorescence. inhibition, % at 20 µM. 47,000 tested, 0.2% active
USP8 block: inhibitors of human USP8 deubiquitinase | P40818 | purified USP8, Ub-rhodamine cleavage fluorescence, 30 min | inhibition, % at 20 µM | AID 1645853 | 47,000 tested, 4.2% active
USP17 block: blocks human USP17 ubiquitin-rhodamine cleavage; A8MUK1; purified USP17, Ub-rhodamine cleavage fluorescence, 3 h; inhibition, % at 50 µM; 47,000 tested, 6.5% active; AID 1645855
Target sequence (A8MUK1 whole entry, looked up): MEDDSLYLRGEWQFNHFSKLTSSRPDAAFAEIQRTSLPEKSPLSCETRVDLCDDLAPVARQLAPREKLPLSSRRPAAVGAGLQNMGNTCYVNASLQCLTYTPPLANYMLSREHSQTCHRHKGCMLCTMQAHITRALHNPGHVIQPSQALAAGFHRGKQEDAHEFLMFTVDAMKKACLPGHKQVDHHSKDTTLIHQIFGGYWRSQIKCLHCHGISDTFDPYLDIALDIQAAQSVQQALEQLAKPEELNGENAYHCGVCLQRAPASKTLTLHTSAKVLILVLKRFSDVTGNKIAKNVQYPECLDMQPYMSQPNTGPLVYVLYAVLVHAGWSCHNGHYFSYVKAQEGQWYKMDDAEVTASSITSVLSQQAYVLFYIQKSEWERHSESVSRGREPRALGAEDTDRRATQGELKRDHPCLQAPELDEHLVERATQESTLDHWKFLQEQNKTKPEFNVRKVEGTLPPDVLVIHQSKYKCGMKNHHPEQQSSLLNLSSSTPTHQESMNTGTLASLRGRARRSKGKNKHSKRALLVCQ
USP28 inh: inhibitors of human USP28 deubiquitinase; AID 1645857; purified USP28, Ub-rhodamine cleavage fluorescence, 30 min; Q96RU2; 47,000 tested, 3% active; inhibition, % at 25 µM
OTUD3 block: inhibitors of human OTUD3 deubiquitinase | Q5T2D3 | purified OTUD3, Ub-rhodamine fluorescence, 2 h | inhibition, % at 25 µM | 47,000 tested, 0.7% active | AID 1645858
Target sequence (Q5T2D3 whole entry, looked up): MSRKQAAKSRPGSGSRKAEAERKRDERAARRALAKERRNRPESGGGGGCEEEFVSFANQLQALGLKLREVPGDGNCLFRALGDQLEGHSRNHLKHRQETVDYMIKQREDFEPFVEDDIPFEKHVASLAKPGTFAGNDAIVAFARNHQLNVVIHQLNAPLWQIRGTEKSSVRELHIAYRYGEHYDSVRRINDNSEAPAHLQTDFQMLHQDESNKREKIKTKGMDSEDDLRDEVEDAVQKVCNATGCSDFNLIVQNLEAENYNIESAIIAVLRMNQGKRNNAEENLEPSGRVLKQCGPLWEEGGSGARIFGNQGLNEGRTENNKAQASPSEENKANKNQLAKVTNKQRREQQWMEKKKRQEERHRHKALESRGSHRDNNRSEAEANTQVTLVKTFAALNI
USP7 inh: human USP7 deubiquitinase inhibition; AID 1645854; purified USP7, Ub-rhodamine cleavage fluorescence; inhibition, % at 20 µM; 47,000 tested, 0.3% active
* = called active by the depositor; i = inactive; . = not tested or not shown. No stated cut-off is given here; in the data, active means inhibition above about 30%; inactive means the rest.

#	UCHL1 block	USP28 inh	USP17 block	USP7 inh	USP8 block	USP10 inh	OTUD3 block	SMILES	USP30 block
1	-29	9	6	-35	-150	-6	18	O=C1O/C(=C(/C(=O)O)c2ccccc2)C(O)=C1c1ccccc1	-68
2	-151	-258	-194	-133	-336	-1	-203	N#C/C(=C/c1sc(N2CCOCC2)nc1-c1ccccc1)c1ccccn1	i
3	2	15	13	.	2	2	16	O=C(c1ccccc1F)N1CCC(c2onc3c2CCCC3)CC1	21
4	1	-7	-5	-4	-2	-1	-6	O=C(c1ccccn1)N1CCCCCC1c1cc(-c2ccc(F)cc2)on1 (stereo not drawn)	-19
5	0	2	9	-4	11	-3	2	CCN1CCN(CCCN2C(=O)C3C(C(=O)Nc4ccc(C(C)C)cc4)C4C=CC3(O4)C2C(=O)NC2CCCCC2)CC1 (stereo not drawn)	15
6	-5	-4	.	-7	-2	0	1	Cn1c(=O)c2sccc2n2c(CCC(=O)NC3CCCCC3)nnc12	-6
7	7	-8	-10	8	8	2	-8	c1ccc(CN2CCN(c3nccn4nc(-c5ccccc5)cc34)CC2)cc1	-51
8	7	14	11	8	5	4	4	O=C(CCCc1c[nH]c2ccccc12)N1CCN(S(=O)(=O)c2ccc(F)cc2)CC1	41*
9	-1	-8	-4	0	-3	-2	-15	Cc1nc2n(c(=O)c1C)CCN2Cc1cccc(C#N)c1	-18
10	-23	21	43*	-63	-139	-6	9	CC(C)=CCc1ccc2[nH]cc(C3=C(O)C(=O)C(c4c[nH]c5ccccc45)=C(O)C3=O)c2c1	-116
11	2	8	1	-44	-3	2	-2	Cc1ccccc1-n1cc(-c2ccccc2)c2c(N3CCOCC3)ncnc21	18
12	7	5	4	-1	-3	-1	10	O=C(NCCC1=CCCCC1)c1ccc(-c2cncnc2)nc1	1

#	UCHL1 block	USP28 inh	USP17 block	USP7 inh	USP8 block	USP10 inh	OTUD3 block	SMILES	USP30 block
13	-5	.	-7	-13	1	-1	-6	Cc1ccc(N(CC(=O)NC2CCCC2)S(=O)(=O)N(C)C)cc1	.
14	0	2	3	1	12	1	6	CC(=O)N1CCN(C(=O)c2cccc(N3C(=O)C(C)(C)CS3(=O)=O)c2)CC1	5
15	-13	-9	-3	-9	0	-3	-6	COc1cc(C(=O)OC(C)C(=O)Nc2ccc(Oc3ccccc3)cc2)ccc1OCc1ccccc1 (stereo not drawn)	-26
16	0	-17	-24	0	-43	-3	-20	COc1ccc2[nH]c3c(c2c1)CCN1C(=O)N([C@@H](C)C(=O)NC(C)CCc2ccccc2)C(=O)[C@]31C (stereo partly drawn)	-76
17	1	-1	0	.	1	2	-1	Cc1[nH]c(C)c(S(=O)(=O)N2CCCC2)c1-c1nc(C2CC2)no1	-6
18	-21	-24	2	-22	-48	-8	-62	COc1cc(-c2nc3sc4c(c3c(=O)[nH]2)CCCC4)cc(OC)c1O	-183
19	-2	-19	-33	-7	-195	-5	0	O=C(CCc1nc(CSc2nnc(-c3ccco3)o2)no1)Nc1ccccc1	-33
20	2	2	2	-1	11	2	9	O=C(NC1CC1)C1CCCCN1S(=O)(=O)c1ccc(Br)cc1 (stereo not drawn)	1
21	-2	-8	-5	-3	-5	0	-4	CCn1cc(S(=O)(=O)N2CCCC2c2nnc(-c3nccc4ccccc34)o2)c(C)n1 (stereo not drawn)	0
22	1	3	6	-2	10	-2	15	Cc1cc(S(=O)(=O)[C@H]2CS(=O)(=O)C[C@@H]2NCCc2ccccc2)ccc1F	14
23	0	-14	-10	2	-7	-6	-6	CC(NC(c1ccccc1)c1ccccc1)C(=O)Nc1ccccc1F (stereo not drawn)	-18
24	0	1	6	-1	6	-2	2	COc1ccc(N2CCN(C(=O)C3CCCN(S(=O)(=O)N4CCC5(CC4)OCCO5)C3)CC2)cc1 (stereo not drawn)	18

One compound at a time (already shown):
Profile of COc1ccc(N2CCN(C(=O)C3CCCN(S(=O)(=O)N4CCC5(CC4)OCCO5)C3)CC2)cc1 (stereo not drawn) : UCHL1 block: 0; USP28 inh: 1; USP17 block: 6; USP7 inh: -1; USP8 block: 6; USP10 inh: -2; OTUD3 block: 2; USP30 block: 18
Profile of Cc1[nH]c(C)c(S(=O)(=O)N2CCCC2)c1-c1nc(C2CC2)no1 : UCHL1 block: 1; USP28 inh: -1; USP17 block: 0; USP7 inh: .; USP8 block: 1; USP10 inh: 2; OTUD3 block: -1; USP30 block: -6

(continued)
#	UCHL1 block	USP28 inh	USP17 block	USP7 inh	USP8 block	USP10 inh	OTUD3 block	SMILES	USP30 block
25	-1	-8	-18	-3	-4	-11	-5	Cc1ccc(F)cc1NC1c2ncccc2C(=O)N1Cc1ccco1 (stereo not drawn)	-24
26	0	-1	-6	0	-8	-2	12	COc1ccc(C2C3=C(NCCN=C3c3ccccc3)C(=O)N2c2ccccc2)c(OC)c1 (stereo not drawn)	0
27	3	49*	39*	-35	-33	-3	12	Cc1ccc(NC(=O)CSc2nnc(Cc3cccc4ccccc34)n2C)c(C)c1	27
28	5	-13	-15	-2	-16	4	-9	O=C(CN1CCC(c2nc(-c3cccc(F)c3)no2)CC1)Nc1ccccc1	-2
29	-4	-25	-12	-4	-27	-9	-12	O=C(C1CCC1)N1C[C@@H]2CCN(c3cccnc3)C[C@@H]2C1	-61
30	1	17	0	4	5	5	8	O=C1NCC2(C/C=C/CCOc3ccccc31)CCNCC2	10
31	-3	4	0	0	3	0	-4	Cc1noc(-c2csc(C(=O)NCc3ccc(F)cc3F)n2)n1	1
32	7	-2	-9	-37	-29	-1	0	Cc1oc(-c2[nH]ncc2C(=O)N2CCCC2)cc1S(=O)(=O)NCc1cccc(F)c1	-72
33	0	-12	1	-14	0	-2	-13	O=S(=O)(NCC(c1ccccc1)N1CCC(O)CC1)c1ccc(Cl)cc1 (stereo not drawn)	-13
34	8	13	14	-23	15	2	-5	Cc1ccc(S(=O)(=O)Nc2ccc(-c3ccc(N4CCOCC4)nn3)cc2)s1	-49
35	1	0	-10	-1	-18	-4	-5	CS(=O)(=O)c1ccc(C(=O)N(CCc2ccccc2)C2CCN(CCCc3ccccc3)CC2)cc1	-31
36	4	14	5	8	1	1	5	CC1(C)Oc2ccccc2[C@H]2OCC3(CCN(C(=O)c4ccc(-n5cccn5)nc4)CC3)C[C@@H]21	28

A draw from above in order of SMILES length, falling:
#	UCHL1 block	USP28 inh	USP17 block	USP7 inh	USP8 block	USP10 inh	OTUD3 block	SMILES	USP30 block
36	4	14	5	8	1	1	5	CC1(C)Oc2ccccc2[C@H]2OCC3(CCN(C(=O)c4ccc(-n5cccn5)nc4)CC3)C[C@@H]21	28
24	0	1	6	-1	6	-2	2	COc1ccc(N2CCN(C(=O)C3CCCN(S(=O)(=O)N4CCC5(CC4)OCCO5)C3)CC2)cc1 (stereo not drawn)	18
35	1	0	-10	-1	-18	-4	-5	CS(=O)(=O)c1ccc(C(=O)N(CCc2ccccc2)C2CCN(CCCc3ccccc3)CC2)cc1	-31
22	1	3	6	-2	10	-2	15	Cc1cc(S(=O)(=O)[C@H]2CS(=O)(=O)C[C@@H]2NCCc2ccccc2)ccc1F	14
32	7	-2	-9	-37	-29	-1	0	Cc1oc(-c2[nH]ncc2C(=O)N2CCCC2)cc1S(=O)(=O)NCc1cccc(F)c1	-72
26	0	-1	-6	0	-8	-2	12	COc1ccc(C2C3=C(NCCN=C3c3ccccc3)C(=O)N2c2ccccc2)c(OC)c1 (stereo not drawn)	0
34	8	13	14	-23	15	2	-5	Cc1ccc(S(=O)(=O)Nc2ccc(-c3ccc(N4CCOCC4)nn3)cc2)s1	-49
17	1	-1	0	.	1	2	-1	Cc1[nH]c(C)c(S(=O)(=O)N2CCCC2)c1-c1nc(C2CC2)no1	-6
28	5	-13	-15	-2	-16	4	-9	O=C(CN1CCC(c2nc(-c3cccc(F)c3)no2)CC1)Nc1ccccc1	-2
33	0	-12	1	-14	0	-2	-13	O=S(=O)(NCC(c1ccccc1)N1CCC(O)CC1)c1ccc(Cl)cc1 (stereo not drawn)	-13
19	-2	-19	-33	-7	-195	-5	0	O=C(CCc1nc(CSc2nnc(-c3ccco3)o2)no1)Nc1ccccc1	-33
20	2	2	2	-1	11	2	9	O=C(NC1CC1)C1CCCCN1S(=O)(=O)c1ccc(Br)cc1 (stereo not drawn)	1
31	-3	4	0	0	3	0	-4	Cc1noc(-c2csc(C(=O)NCc3ccc(F)cc3F)n2)n1	1
25	-1	-8	-18	-3	-4	-11	-5	Cc1ccc(F)cc1NC1c2ncccc2C(=O)N1Cc1ccco1 (stereo not drawn)	-24
30	1	17	0	4	5	5	8	O=C1NCC2(C/C=C/CCOc3ccccc31)CCNCC2	10

The results go on:
#	UCHL1 block	USP28 inh	USP17 block	USP7 inh	USP8 block	USP10 inh	OTUD3 block	SMILES	USP30 block
37	4	6	1	0	-3	6	7	Cc1ccc(Cn2ncc3c2NC(=O)CC32C(=O)Nc3c(Cl)cccc32)cc1 (stereo not drawn)	10
38	-1	-7	-19	-4	-49	-3	-5	COc1cc(-c2cnc3c(NC(C)=O)cc(-c4cncnc4)cn23)cc(OC)c1OC	-11
39	-6	-6	-24	-1	-113	-4	-6	O=C(NCc1ccncc1)c1nc2c(o1)CN(C(=O)c1cccnc1)C2	-9
40	2	31*	33*	-2	19	-2	26	Cc1cccc(C(=O)Nc2ccccc2Sc2nc3c(c(=O)n(C)c(=O)n3C)n2C)c1	71*
41	0	38*	-6	0	-7	0	3	CCOc1ncccc1C(=O)OCC(=O)c1ccc(C)c(C)c1	-2
42	-1	-9	-6	-6	3	-3	-2	COc1ccccc1CCNC(=O)C(=O)c1cn(CC(=O)N2CCOCC2)c2ccccc12	4
43	-15	-32	-14	-7	-21	-10	-40	Cc1ccc(CN2CCc3oc(C)c(C(=O)NCc4ccco4)c3C2)cc1	-171
44	-1	-9	-11	4	-35	5	0	CCN(C(=O)Cc1cc2ccccc2[nH]1)C1(C(=O)Nc2cccc(C)c2)CCCCC1	-21
45	0	.	-16	-1	-5	-5	-1	CC(=O)Nc1ccccc1SC(CC(=O)c1ccco1)c1ccc2c(c1)OCO2 (stereo not drawn)	.
46	0	3	8	5	-6	0	5	COc1ccc(NC(=O)CC(NCc2ccco2)C(=O)O)c(OC)c1 (stereo not drawn)	19
47	-23	-64	-79	-16	-48	-7	-50	O=C(C1CCN(c2cnc3nccnc3c2)CC1)N1CCN(c2ccccc2F)CC1	-235
48	0	-23	-12	3	9	-6	-17	Cc1cccc(OCC(=O)Nc2cnc(-c3ccccc3)nc2)c1	-111

#	UCHL1 block	USP28 inh	USP17 block	USP7 inh	USP8 block	USP10 inh	OTUD3 block	SMILES	USP30 block
49	3	-10	-21	-52	-1	-7	-6	CCCCSc1nc(NCCO)c2c3c(sc2n1)COC(C)(C)C3	-70
50	3	5	9	6	14	-1	9	O=C(CN1C(=O)CCCc2cc(S(=O)(=O)N3CCCC3)ccc21)N1CCCCC1	10
51	-2	-17	-4	-2	-5	3	-1	CC(O)[C@H](NC(=O)[C@@H]1CCCN1C(=O)C1(c2ccccc2)CCN(C(=O)OC(C)(C)C)CC1)C(=O)O (stereo partly drawn)	-20
52	4	21	25	-3	-31	-4	-13	COc1ccc(OC)c(NC(=O)c2c(N)c(C(=O)c3ccc(C)cc3)n3ccccc23)c1	0
53	0	0	0	-1	-12	-1	4	COc1ccc(CN2C[C@H]3CC[C@@]4(N=C(c5ccccc5)NC4=O)[C@H]3C2)cc1	12
54	-3	-8	-6	-3	-2	-2	-3	CCN1CCC2(CC1)OC(=O)C(C)=C2C(=O)NCc1ccc(OC)c(OC)c1	-13
55	1	15	.	5	-168	-1	11	CN1C[C@H]2C3(CCN(C(=O)Nc4ccccc4)CC3)CC[C@@]2(C(=O)N(C)C)C1	17
56	-5	-5	-4	0	-3	-1	-7	Cc1nn(CC(=O)NCC2CCCCC2)c(C)c1S(=O)(=O)N(C)C	-1
